SKKanGAS inh: blocks kanamycin growth of S. pyogenes SKKanGAS strain. BacTiter-Glo, 6 h. inhibition, % at 7.5 µM. actives 1.3% (n = 300,000). AID 1662;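 active = mean replicate score, as percent of positive control median, at least 50; inconclusive = mean below 50 but one replicate at or above 50; inactive = mean and every replicate below 50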;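 note: strain carries kanamycin resistance gene driven by streptokinase promoter and grows in 40 µg/ml kanamycin; loss of luminescence reflects streptokinase promoter inhibition or plain growth inhibition; 0% = median of DMSO wells and 100% = positive control at its reference dose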
TRPC6 activator: activates the mouse TRPC6 cation channel. Q61143. HEK293-TRPC6 membrane potential dye fluorescence; active compounds read high. B-score at 10 µM. actives 0.13% (n = 310,000). AID 2550;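 active = B-score of the integrated fluorescence ratio above library mean plus 3 SD, and starting fluorescence ratio within library mean plus 5 SD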;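 note: higher score means more depolarization so channel activation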
RGS4 inh: inhibitors of human RGS4. P49798. B-score at 10 µM. actives 0.45% (n = 310,000). HEK293 M3R/RGS4 inducible, Fluo-4 calcium flux; active compounds read high; triggered by carbachol at its EC20;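 active = B-score, a plate-corrected calcium signal, over three deviations above library mean, with baseline fluorescence within five deviations of library mean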;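 note: RGS4 expression induced by doxycycline in cells with stable M3 receptor; B-score is computed from the integrated fluorescence ratio over baseline after carbachol; higher B-score means a larger calcium signal and so more RGS4 inhibition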
TMEM16A inh: inhibitors of mouse TMEM16A calcium-activated chloride channel; Q8BHY3; HEK293 TMEM16A/YFP iodide influx fluorescence, ionomycin; normalized B-score (activity score, 25-100; higher = stronger inhibition) at 10 µM; actives 1.2% (n = 310,000); AID 588511;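 active = ratio plate-corrected score three or more library SD toward inhibition, starting fluorescence score within five deviations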;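 note: score derived from kinetic fluorescence span divided by baseline fluorescence per well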
Target sequence (Q8BHY3 whole entry, looked up): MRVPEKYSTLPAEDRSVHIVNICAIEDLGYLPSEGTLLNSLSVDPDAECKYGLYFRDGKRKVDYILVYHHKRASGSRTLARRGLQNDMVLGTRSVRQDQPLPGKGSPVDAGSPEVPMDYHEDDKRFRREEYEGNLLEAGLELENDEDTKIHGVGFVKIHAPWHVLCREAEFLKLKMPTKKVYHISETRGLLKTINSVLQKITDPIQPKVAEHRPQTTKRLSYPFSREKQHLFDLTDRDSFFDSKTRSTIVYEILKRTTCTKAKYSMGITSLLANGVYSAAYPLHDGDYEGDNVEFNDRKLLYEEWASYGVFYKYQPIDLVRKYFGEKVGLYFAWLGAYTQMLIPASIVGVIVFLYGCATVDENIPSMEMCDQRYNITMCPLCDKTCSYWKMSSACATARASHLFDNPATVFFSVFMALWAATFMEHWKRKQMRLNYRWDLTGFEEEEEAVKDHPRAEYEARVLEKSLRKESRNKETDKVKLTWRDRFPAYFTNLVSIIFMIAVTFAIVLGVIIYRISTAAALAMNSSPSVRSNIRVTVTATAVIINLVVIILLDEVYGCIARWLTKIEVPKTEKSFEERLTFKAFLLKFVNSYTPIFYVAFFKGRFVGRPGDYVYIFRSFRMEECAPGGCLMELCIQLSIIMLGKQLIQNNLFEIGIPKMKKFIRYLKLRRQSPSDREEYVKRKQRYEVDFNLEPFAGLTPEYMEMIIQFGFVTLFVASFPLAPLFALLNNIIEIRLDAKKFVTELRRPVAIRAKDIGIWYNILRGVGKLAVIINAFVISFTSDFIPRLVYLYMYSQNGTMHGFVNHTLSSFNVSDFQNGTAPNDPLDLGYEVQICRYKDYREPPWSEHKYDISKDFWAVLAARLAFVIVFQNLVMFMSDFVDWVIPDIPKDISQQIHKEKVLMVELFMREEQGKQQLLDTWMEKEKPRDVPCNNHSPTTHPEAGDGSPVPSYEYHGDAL
MrgX1 ag: agonists of human MrgX1 receptor | Q96LB2 | MrgX1-HEK293 cells, Fluo-4 calcium fluorescence, agonist mode; active compounds read high | B-score at 10 µM | actives 0.44% (n = 310,000) | AID 588627;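 active = calcium response B-score plate-corrected fluorescence ratio at least 3 library SD, with starting fluorescence B-score inside 5 SD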
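System: HEK293 cells stably expressing human MrgX1 receptor; Dosing: test compound in the initial addition of three; Schedule: overnight plating, then 30 min 37 °C plus 30 min room-temperature dye loading; Detection: kinetic calcium dye fluorescence, Fluo-4 NW; Controls: per-plate positive and negative controls for Z′ factor.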
TMEM16A act: activates or potentiates the mouse TMEM16A chloride channel; AID 623877; actives 0.3% (n = 340,000); HEK293 TMEM16A/YFP-H148Q/I152L, iodide quench fluorescence; active compounds read low; B-score at 10 µM;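 active = fluorescence-ratio B-score plate-corrected deviation score at least 3 library SD below zero, with starting fluorescence score within 5 deviations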;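 note: channel opened by trigger with iodide after compound preincubation; score built on the fluorescence ratio of max minus min over baseline; more negative score means more quench and so TMEM16A activation or potentiation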
HDAC3 inh: inhibitors of human histone deacetylase 3; inhibition, % at 8.3 µM; O15379; actives 0.15% (n = 320,000); recombinant HDAC3, fluorogenic peptide/trypsin coupled, fluorescence; in the data active = inhibition above about 26%, passing the limit was not always enough; inconclusive = no clear call, values can overlap the other calls
MrgX1 PAM: allosterically activates human MrgX1 receptor signaling; actives 0.63% (n = 310,000); Q96LB2; MrgX1-HEK293, Fluo-4 calcium flux, FDSS; active compounds read high; B-score at 10 µM;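 active = plate-corrected calcium response at least 3 library SD above typical, normal starting fluorescence, not activating the receptor alone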;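 note: compound read alongside a low EC10 to EC30 dose of BAM8-22 agonist; peak minus trough fluorescence over baseline measured at the second addition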
TRPC6 inhibitor: inhibitors of mouse TRPC6 channel | HEK293-TRPC6, membrane potential dye, ACh-evoked depolarization; active compounds read low | B-score at 10 µM | Q61143 | AID 2553 | actives 1.1% (n = 310,000);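 active = B-score under library mean minus 3 SD, initial fluorescence not abnormally high, positive integrated signal ratio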;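 note: B-score derived from integrated fluorescence ratio over the kinetic read; more negative B-score means stronger inhibition of depolarization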
MrgX1 antag: blocks BAM8-22 activation of human MrgX1 receptor. MRGX1-HEK293 calcium flux, Fluo-4, BAM8-22 antagonism; active compounds read low. B-score at 10 µM. Q96LB2. actives 1.3% (n = 310,000);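 active = calcium-response B-score plate-corrected more than 3 library SD below zero, starting fluorescence within 5 deviations, no agonist response on first addition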;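 note: peak minus trough fluorescence over baseline after final BAM8-22 challenge near maximal dose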
RGS4 act: potentiators or activators of RGS4 | B-score at 10 µM | actives 0.92% (n = 310,000) | HEK293 M3R/inducible RGS4, carbachol calcium flux Fluo4; active compounds read low | AID 463111;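 active = B-score of the integrated calcium signal more than 4 SD below the library mean, with starting fluorescence not abnormally high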;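 note: negative B-score means reduced calcium response which marks RGS4 activation or potentiation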
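test system = M3R-expressing HEK293 line, RGS4 induced by doxycycline | probe or stimulus = carbachol at ECmax as muscarinic agonist stimulus | timing = dye loading 30 min 37 °C, buffer rest 30 min RT | signal = calcium dye Fluo4 fluorescence | evaluation = B score from integrated fluorescence ratio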
Active calls of the source: *; i = inactive; ? = inconclusive; / = not tested or not shown.

SMILES | SKKanGAS inh | TRPC6 activator | RGS4 inh | TMEM16A inh | MrgX1 ag | TMEM16A act | HDAC3 inh | MrgX1 PAM | TRPC6 inhibitor | MrgX1 antag | RGS4 act
Cc1cc(C)c2c(N)c(C(=O)c3cccc(Cl)c3)sc2n1 | -7 | i | i | i | i | i | / | i | i | i | i
CCCCc1c(C)c2ccc(OCC(C)=O)cc2oc1=O | / | / | / | i | i | i | -31 | i | / | i | /
COC(=O)C1=C(C)N(c2cccc(OC)c2)C(=O)/C1=C\c1ccco1 | -4 | i | i | i | i | i | 11 | i | i | i | i
O=C(CN1CCC(n2nnc3cc(C(F)(F)F)ccc32)CC1)N1CCc2ccccc21 | -3 | i | i | i | i | i | 1 | i | i | i | i
O=C(CN1C(=O)c2cccc3cccc1c23)NCC1CCCO1 (centres undefined) | -2 | i | i | i | i | i | 9 | i | i | i | i
O=[N+]([O-])c1ccccc1-n1cnc2ccccc21 | -17 | i | i | i | i | i | 3 | i | i | i | i
Cc1cccc(COCCN2CCN(S(=O)(=O)c3ccccc3)CCC2=O)c1 | -2 | i | i | i | i | i | -8 | i | i | i | i
CC#CCN(Cc1ccco1)C(=O)C1CCC(=O)N(Cc2ccccc2F)C1 (centres undefined) | 1 | i | i | i | i | i | -2 | i | i | i | i
CCN(CC)S(=O)(=O)c1ccc2[nH]c(=O)[nH]c2c1 | 1 | i | i | i | i | i | 0 | i | i | i | i
O=C(CCNC(=O)C1CCN(S(=O)(=O)c2ccc(F)cc2)CC1)NCc1ccc(Cl)cc1 | -5 | i | i | i | i | i | 6 | i | i | i | i
Cc1ccc(OCC(=O)NCCNC(=O)COc2ccc(C)cc2)cc1 | -3 | i | i | i | i | i | 2 | i | i | i | i
CCn1nccc1C(=O)Nc1ccc(C(=O)OC(C)C)cc1 | -3 | i | i | i | i | i | 1 | i | i | i | i
C=CCC(=O)N1CCCC(CNC(=O)c2ccc(-c3ccccc3)cc2)C1 (centres undefined) | -14 | i | i | i | i | i | 3 | i | i | i | i
Cc1c(Cl)cccc1NC(=O)c1ccc(-n2ccnc2)nc1 | 4 | i | i | i | i | i | -7 | i | i | i | i
CSc1ccc(Cl)c(C(=O)NCCOc2cc(C(C)C)ccc2C)c1 | 2 | i | i | i | i | i | 10 | i | i | i | i
CC(=Nc1ccc(C)cc1)c1sc2ccccc2c1O | 15 | i | i | i | i | i | 14 | i | i | i | i
O=C(CCCSc1nc2sc3c(c2c(=O)[nH]1)CCC3)NCCCO | -4 | i | i | i | i | i | 9 | i | i | i | i
Cc1ccc(-c2nnc(N)s2)cc1 | 5 | i | i | i | i | i | 1 | i | i | i | i
CCOC(=O)N1CCN(C(=O)c2cc3c(=O)n4ccccc4nc3s2)CC1 | 6 | i | i | i | i | i | -52 | i | i | i | i
O=C(COC(=O)c1nc(Cl)ccc1Cl)c1ccc[nH]1 | -4 | i | i | i | i | i | -1 | i | i | i | i
O=C1CCS/C(=N\N=C\c2ccc(Cl)cc2Cl)N1 | -3 | i | i | i | i | i | 10 | i | i | i | i
CN(CC(=O)Nc1ccc(F)c(F)c1F)C(=O)c1ccc(-n2cncn2)c([N+](=O)[O-])c1 | -23 | i | i | i | i | i | -1 | i | i | i | i
C=CCn1c(SCC(=O)NCc2ccccc2)nnc1C1CCCCC1 | 3 | i | i | i | i | i | 9 | i | i | i | i
CC1CCN(C(=O)C(=O)Nc2sc3c(c2C(N)=O)CC(C)(C)OC3)CC1 | -1 | i | i | i | i | i | -4 | i | i | i | i
CCC(CC)NC(=O)c1ccc(NS(=O)(=O)c2ccc3[nH]c(=O)[nH]c3c2)cc1 | -1 | i | i | i | i | i | 3 | i | i | i | i
CCOc1ccc(CCNC(=O)COC(=O)c2cccc(S(=O)(=O)N3CCOCC3)c2)cc1OCC | -2 | i | i | i | i | i | -4 | i | i | i | i
COc1cc(/C=N/N=C/c2c[nH]c(=O)c(C#N)c2Nc2ccccc2)ccc1O | -1 | i | i | i | i | / | -7 | i | i | i | i
CCCc1nn(C)c(C(=O)Nc2ccc3ccccc3c2)c1Cl | 3 | i | i | i | i | i | -1 | i | i | i | i
Cc1ccc(Oc2ccccc2/C=N/O)cc1 | -11 | i | i | i | i | i | -2 | i | i | i | i
O=C(CCCn1c(=O)c2ccccc2n(CC(=O)NCc2ccco2)c1=O)NCc1ccco1 | 2 | i | i | i | i | i | 5 | i | i | i | i
CNC(=S)NNC(=O)c1ccc(C(C)(C)C)cc1 | 1 | i | i | i | i | i | 5 | i | i | i | i
NS(=O)(=O)c1ccc(CCNCc2cc(Br)ccc2OCc2ccccc2F)cc1 | -2 | i | i | i | i | i | -1 | i | -5.7* | -4.7* | i
CCn1c(N2CCN(CC(=O)c3c(C)n(C)c4ccccc34)CC2)nc2c1c(=O)[nH]c(=O)n2C | -6 | i | i | i | i | i | 1 | i | i | i | i
Cc1cc(C)cc(OCC(=O)Nc2ccccc2C(=O)NCc2ccco2)c1 | -3 | i | i | i | i | i | / | i | i | i | i
CCCCN(Cc1cc2ccccc2[nH]c1=O)S(C)(=O)=O | -6 | i | i | i | i | i | 0 | i | i | i | i
CN1CCN(S(=O)(=O)c2ccc(NC(=O)c3ccccc3Cl)cc2)CC1 | 0 | i | i | i | i | i | 4 | i | i | i | i
CO/N=C/c1ccc(Sc2ccc(C)cc2)c([N+](=O)[O-])c1 | -6 | i | i | i | i | i | 0 | i | i | i | i
COc1ccc([N+](=O)[O-])cc1NC(=O)c1cccs1 | -1 | i | i | i | i | i | 6 | i | i | i | i
COc1ccc(OC)c(NC(=S)N2CCC(C(O)(c3ccccc3)c3ccccc3)CC2)c1 | 7 | i | i | i | i | i | 7 | i | i | i | i
O=C(N/N=C/c1cccc([N+](=O)[O-])c1)c1cc2ccccc2o1 | -21 | i | i | i | i | i | -3 | i | i | i | i
C=CCNC(=O)c1onc(CSc2ccc(Cl)cc2)c1C(=O)NCC=C | 5 | i | i | i | i | i | 10 | i | i | i | i
Cc1cc(OCC(=O)NN2C(=O)c3ccccc3C2=O)ccc1Cl | 8 | i | i | i | i | i | 7 | i | i | i | i
COc1ccc(Oc2nccc(OC)c2C#N)cc1 | 5 | i | i | i | i | i | -7 | i | i | i | i
CCC(CC)C(=O)OCC(=O)Nc1cccc(S(=O)(=O)N(C)c2ccccc2)c1 | 3 | i | i | i | i | i | 10 | i | i | i | i
CC(NC(=O)c1cc2c(s1)CCCC2)C(C)(C)C (centres undefined) | / | / | / | i | i | i | 2 | i | / | i | /
COc1cc(SC)ccc1C(=O)NC1CCCc2ccccc21 (centres undefined) | 4 | i | i | i | i | i | 3 | i | i | i | i
COc1ccc(-c2cc(-c3ccco3)[nH]c(=O)c2C#N)cc1 | 2 | i | i | i | i | i | -1 | i | i | i | i
COc1cc2[nH]c(C(=O)N(C)Cc3ccccc3)cc2c(OC)c1OC | -4 | i | i | i | i | i | 4 | i | i | i | i
COC(=O)C1=C(N)Oc2cc(C)n(C)c(=O)c2C1c1ccc(Cl)cc1 (centres undefined) | -1 | i | i | i | i | i | -2 | i | i | i | i
O=C(CN(Cc1ccc2c(c1)OCO2)C(=O)CNS(=O)(=O)c1ccccc1)NCc1ccco1 | -6 | i | i | i | i | i | 4 | i | i | i | i
O=C(Nc1cccc2cccnc12)c1ccc(Cl)cc1 | 0 | i | i | i | i | i | 2 | i | i | i | i
CN1C(=O)SC(Nc2ccccc2)C1=O (centres undefined) | 0 | i | i | i | i | i | -5 | i | i | i | i
CCOCCCNC(=O)COc1ccc(OC)cc1 | 1 | i | i | i | i | i | 2 | i | i | i | i
COc1cccc(-c2nc(CS(=O)(=O)CC(=O)NCCc3cc(OC)ccc3OC)c(C)o2)c1 | -9 | i | i | i | i | i | 3 | i | i | i | i
Nc1ccc2nc(-c3ccccc3)sc2c1 | 6 | i | i | i | i | i | -8 | i | i | i | i
CC(=O)c1ccccc1NC(=O)CCNC(=O)c1ccco1 | -1 | i | i | i | i | i | 5 | i | i | i | i
COc1cccc2[nH]c3c(N4CC(C)CC(C)C4)ncnc3c12 (centres undefined) | 12 | i | i | / | / | / | / | / | i | / | i
COCCCN1C(=O)/C(=C/c2ccc(CNS(=O)(=O)c3ccccc3)o2)C(C(=O)OC)=C1C | ? | i | i | i | i | i | 4 | i | i | i | i
COCCCN1C(=O)C(O)=C(C(=O)c2ccc(C)o2)C1c1cccc(Br)c1 (centres undefined) | -1 | i | i | i | i | i | 14 | i | i | i | i
COC(=O)c1c(C#N)c(N)nc2c1CCCC2 | -1 | i | i | i | i | i | -14 | i | i | i | i
(listing goes on)
SMILES | SKKanGAS inh | TRPC6 activator | RGS4 inh | TMEM16A inh | MrgX1 ag | TMEM16A act | HDAC3 inh | MrgX1 PAM | TRPC6 inhibitor | MrgX1 antag | RGS4 act
C=CCN1CC(C)/C(=N\O)CC1C (centres undefined) | 4 | i | i | i | i | i | -4 | i | i | i | i
COc1cc(CO)c(Br)cc1OCC(N)=O | 3 | i | i | i | i | i | -6 | i | i | i | i
CCOC(=O)N1CCN(S(=O)(=O)c2ccc(C(=O)NNc3nc4cc(C)cc(C)c4s3)cc2)CC1 | 23 | i | i | i | i | i | -2 | i | i | i | i
COc1ccc(OC)c(N(CC(=O)N2CCOCC2)S(C)(=O)=O)c1 | -1 | i | i | i | i | i | -1 | i | i | i | i
O=C(O)c1ccccc1C(=O)NNc1cccc(Cl)n1 | -19 | i | i | i | i | i | / | i | i | i | i
Cc1ccc(CNS(=O)(=O)c2c(N)n(C)c(=O)n(C)c2=O)cc1 | 4 | i | i | i | i | i | 2 | i | i | i | i
Cc1cc(C(=O)COC(=O)c2ccco2)c(C)n1Cc1ccco1 | -8 | i | i | i | i | i | 3 | i | i | i | i
C#CCOc1ccc(/C=C2/C(=O)N(c3cccc(C(=O)O)c3)N=C2C)cc1OC | -1 | i | 6* | i | i | i | -2 | i | i | i | i
CCCCOc1ccc(C(=O)N/C(=C\c2cccc([N+](=O)[O-])c2)C(=O)OC(C)C)cc1 | -1 | i | i | i | i | i | -4 | i | i | i | i
Nc1cnc(Br)cc1Br | -7 | i | i | i | i | i | 6 | i | i | i | i
CN(/C=C1/C(=O)CNC1=O)CCO | 12 | i | i | i | i | i | 1 | i | i | i | i
COc1ccc(/C=C2\CCn3c2nc2cc(C(=O)O)ccc2c3=O)cc1O | 5 | i | i | i | i | i | / | i | i | i | i
